Screening results from PubChem BioAssay.
UBC9 SUMO inh – inhibitors of in vitro SUMOylation cascade, primary screen, biochemical, HTRF, uHTS; SUMO-conjugating enzyme UBC9 (Homo sapiens), P63279; hit rate 0.36% among 290,000; inhibition, % at 35 µM; AID 2006, 2009; HTRF SUMOylation assay, SAE1/SAE2 + UBC9; in the data active = inhibition above about 50%, passing the limit was not always enough; note: strong numbers were not always called active
Target sequence (P63279 whole entry, looked up): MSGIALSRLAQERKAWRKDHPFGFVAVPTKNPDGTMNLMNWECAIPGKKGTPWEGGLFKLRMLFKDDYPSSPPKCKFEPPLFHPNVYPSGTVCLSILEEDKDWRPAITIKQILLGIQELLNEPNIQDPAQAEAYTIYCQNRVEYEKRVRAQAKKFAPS
IMP-1 inh – IMP-1 metallo-beta-lactamase inhibitors, primary screen, biochemical, epi-absorbance readout, Pseudomonas aeruginosa enzyme; metallo-beta-lactamase IMP-1 (Pseudomonas aeruginosa); purified IMP-1, nitrocefin hydrolysis, epi-absorbance fluorescence; inhibition, % at 5.6 µM; hit rate 0.45% among 290,000; AID 1556, 2009;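 active = inhibition above the mean plus 3 SD of all compounds in the same screening run, cut at about 4.5% in these data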;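 note: 0% = IMP-1 with DMSO and 100% = DMSO wells lacking enzyme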
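Assay system: purified IMP-1; Quantity: IMP-1 0.2 nM before substrate addition; Medium: HEPES buffer pH 7.1 with ZnSO4 and Brij 35; Incubation: 15 min enzyme–compound preincubation, then 25 min nitrocefin reaction, 25 °C; Signal: fluorescence quenching readout, ex 480/em 530 nm; Controls: DMSO with and without IMP-1; Repeats: singlicate testing.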
IDE act – human IDE activators in live cells, primary screen, fluorescence polarization, HEK cells, FAbeta-B substrate | Insulin-degrading enzyme (Homo sapiens), P14735 | AID 493087, 2011 | hit rate 0.073% among 340,000 | FAbeta-B cleavage; 0% vehicle, 100% cell-free pure enzyme wells | activation, % at 5.96 µM;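 active = activation above the mean of all tested compounds plus 3 SD, set per screening campaign, cut at about 17% in these data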
p-CIP stab down – p/CIP-EGFP fusion destabilizers, primary screen, fluorescence, F442A cells; Q05BA5; hit rate 0.01% among 290,000; 16 h; decrease of EGFP signal, % at 10 µM; AID 1984, 2009;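 active = EGFP signal decrease of at least 30% at 10 µM or well 3 SD below plate mean, unless failing retest; inactive = the rest, including hits failing retest or dose response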; note: some compounds called inactive have numbers as strong as hits; many of its hits are not listed in these tables
NS3 helicase inh – inhibitors of HCV NS3 helicase, primary screen, biochemical, Cy5 molecular beacon fluorescence; NS3 helicase DNA unwinding; AID 1800, 2009; Hepatitis C virus NS3 helicase; hit rate 0.56% among 290,000; inhibition, % at 10.9 µM;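 active = inhibition above the mean of all tested compounds plus 3 SD, set per campaign, cut at about 35% in these data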;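 note: 0% = DMSO wells and 100% = thioflavine S control wells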
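Assay system: hepatitis C virus NS3 helicase domain fragment enzyme. Also added: annealed dual-labelled DNA beacon duplex, ATP-started. Timing: 1 h reaction at 25 °C, ATP-initiated. Technique: Cy5 fluorescence at 0 and 60 min, beacon hairpin quenching. Evaluation: % inhibition of unwinding. Replication: one well per compound.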
VIM-2 inhibitor – VIM-2 metallo-beta-lactamase inhibitors, primary screen, biochemical, epi-absorbance readout, Pseudomonas aeruginosa enzyme; inhibition, % at 5.6 µM; AID 1527, 2009; purified VIM-2, nitrocefin hydrolysis, epi-absorbance fluorescence; hit rate 0.89% among 290,000;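 active = inhibition above the mean of all tested compounds plus 3 SD, cutoff set per screening run, cut at about 7.5% in these data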;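 note: red hydrolysis product quenches plate fluorescence so inhibitors raise well fluorescence; 0% = enzyme with DMSO and 100% = DMSO without enzyme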
IDE cell inh – human IDE inhibitors in live cells, primary screen, fluorescence polarization, HEK cells, FAbetaB substrate. FAbetaB cleavage. hit rate 0.41% among 320,000. inhibition, % at 5.59 µM. Insulin-degrading enzyme (Homo sapiens), P14735;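 active = percent inhibition above the average of all tested compounds plus 3 SD, set per screening campaign, cut at about 16% in these data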;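 note: IDE supplied by intact live HEK cells; FP after avidin binding of uncleaved biotin substrate so inhibition keeps polarization high; 0% = DMSO wells and 100% = 60 µM reference IDE inhibitor Ii1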
GalR3 antagonist – GalR3 antagonists in HEK293 cells, primary screen, cell-based, fluorescence readout. Galanin receptor type 3 (Homo sapiens), O60755. HEK293 GalR3-CNG cAMP membrane potential fluorescence; galR3 body fused to GalR1 C-terminus. inhibition, % at 3 µM. hit rate 0.44% among 360,000;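 active = inhibition above the screen-wide average plus 3 SD, cut at about 13% in these data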;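 note: forskolin and galanin both at EC90 stimulate the cells; cAMP rise reported by CNG channel membrane potential dye signal; 0% = forskolin plus galanin with DMSO and 100% = forskolin alone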
Target sequence (O60755 1-299 limits assumed): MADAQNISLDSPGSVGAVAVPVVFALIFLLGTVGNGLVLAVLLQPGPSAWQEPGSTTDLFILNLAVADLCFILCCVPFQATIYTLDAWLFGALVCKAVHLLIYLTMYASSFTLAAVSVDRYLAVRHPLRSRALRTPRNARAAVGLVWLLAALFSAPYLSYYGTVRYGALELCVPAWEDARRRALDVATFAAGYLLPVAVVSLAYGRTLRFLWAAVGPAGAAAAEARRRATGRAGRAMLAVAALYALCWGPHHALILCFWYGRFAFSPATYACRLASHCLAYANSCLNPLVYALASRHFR
CRFR2-BP antag – antagonists of CRF-BP/CRF-R2 complex, primary screen, cell-based, HEK293, calcium dye fluorescence, uHTS; CRF-induced calcium fluorescence; inhibition, % at 11.8 µM; hit rate 0.59% among 350,000;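 active = inhibition of the ligand-induced calcium signal above about 50% at the single tested concentration, limit read from the data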
* marks the source's active call; other numbers are inactive results; . = not tested or not shown.

SMILES | UBC9 SUMO inh | IMP-1 inh | IDE act | p-CIP stab down | NS3 helicase inh | VIM-2 inhibitor | IDE cell inh | GalR3 antagonist | CRFR2-BP antag
O=C(Cc1ccc([N+](=O)[O-])cc1)N1CCCCCC1 | -6 | -4.3 | 7 | 4 | -2 | -2.8 | 0 | 1 | 8
Cc1cc(F)ccc1NCc1cccnc1 | -12 | -1.6 | 1 | 4 | -3 | -3.2 | 1 | -4 | 7
CCc1ccc(C(=O)c2oc3nc(C)cc(C)c3c2N)cc1 | 26 | -2.2 | 4 | -4 | -1 | 0.7 | -1 | -5 | 0
Cc1ccc(NC(=O)CN2C(=O)NC3(CCC(C)CC3)C2=O)c(Cl)c1 (stereo unspecified) | 15 | -0.9 | 1 | -3 | -7 | 0.3 | 3 | -6 | -42
COc1ccc(CCN2C(=O)NC(NS(=O)(=O)c3ccc(N)cc3)(C(F)(F)F)C2=O)cc1OC (stereo unspecified) | 10 | -0.7 | 8 | 11 | 10 | -0.9 | 5 | -3 | 3
CCc1ccccc1NC(=O)Cn1nnc(C(=O)NCc2cccs2)c1N | -4 | -2.3 | 3 | 5 | 12 | -1.3 | 10 | -9 | 23
Cc1cc(C)c(NC(=O)CN2CCN(C)CC2)c(C)c1 | 11 | . | -6 | -8 | . | . | 2 | -1 | 3
Cc1ccc(S(=O)(=O)Nc2c(C)cc(C)nc2Cl)cc1 | 2 | 0.4 | 0 | 0 | -4 | 0.0 | -1 | -7 | -9
COc1cc(/C=N/NC(=O)c2ccccc2)ccc1OS(=O)(=O)c1ccccc1 | -4 | -2.0 | 4 | 0 | -10 | -2.5 | 3 | -2 | -17
COc1ccc2nc(Nc3nc(CSc4nnc(C)s4)cc(=O)[nH]3)nc(C)c2c1 | 16 | -2.0 | . | 1 | -21 | -0.8 | -1 | . | .
COc1ccc2c(c1)CC/C(=C\C=C\c1ccccc1)C2=O | 61 | 0.3 | 0 | 6 | 10 | -3.9 | 1 | -3 | -16
COc1ccc(/C=C2\CCC(C3CCCC3)C2=O)cc1 (stereo unspecified) | -3 | -2.2 | 2 | 7 | 3 | 0.6 | 1 | -10 | -15
CCOc1ccc(CN2CCNC(=O)C2CC(=O)NC2CCCCCC2)cc1 (stereo unspecified) | -4 | -2.9 | 6 | 2 | -17 | -1.3 | 4 | 0 | 9
CCOc1ccc(NC(=O)CC2C(=O)N(c3ccccc3)C(=O)N2Cc2ccco2)cc1 (stereo unspecified) | 5 | -3.0 | 4 | -18 | 0 | -2.1 | 0 | -3 | 0
CCOC(=O)c1ccc(NC(=O)CCS(=O)(=O)c2ccc(Br)s2)cc1 | -18 | -3.1 | 0 | -1 | -7 | -2.6 | 0 | -3 | -23
Cc1cc(C)c[n+](-c2nc3ccccc3nc2[N-]S(=O)(=O)c2ccc(Cl)cc2)c1 | 18 | -0.1 | -2 | -23 | 1 | -0.6 | 0 | 4 | 2
Cc1cc(C)n2ncc(C(=O)NCc3ccc(Cl)cc3)c2n1 | 27 | -2.3 | 4 | -17 | 2 | -2.2 | 1 | -9 | 11
CCOC(=O)c1cccc(NC(=O)CSc2nncn2-c2ccccn2)c1 | -3 | -0.9 | 3 | -6 | -10 | -1.9 | 0 | -9 | -1
COC(=O)c1cccc(S(=O)(=O)N2CCN(c3nc4ccccc4s3)CC2)c1 | 31 | -0.4 | -3 | -8 | -2 | -1.1 | 3 | 3 | 2
COCCC(=O)N1CCC(Oc2ccc(C(=O)N3CCCCC3COC)cc2)CC1 (stereo unspecified) | 0 | -1.0 | 0 | 9 | 8 | -1.9 | 2 | -6 | 1
CC(=O)CCCCn1cnc2c1c(=O)n(C)c(=O)n2C | -10 | -3.0 | . | -1 | 2 | -2.5 | 7 | . | .
O=c1c2cc3ccccc3n2cnn1Cc1ccccc1F | -29 | -1.8 | -2 | -6 | 6 | 0.6 | 3 | -5 | -8
O=C(COC(=O)CCSc1ccccc1Cl)NCc1ccco1 | 14 | -0.8 | 1 | -9 | 3 | -1.5 | -2 | -2 | -2
O=C(Nc1cccc(Cl)c1)c1cnccn1 | 9 | 2.1 | 7 | -4 | 0 | 1.9 | -1 | -9 | 7
O=C1c2cccc(OCC(=O)N3CCCc4ccccc43)c2CCN1Cc1ccccc1 | 25 | -3.0 | 4 | -8 | -5 | -2.2 | -5 | -5 | -8
CC(=O)c1sc(NC(=O)C2CCN(C(=O)c3ccccc3C)CC2)nc1-c1ccccc1 | . | . | -5 | . | . | . | 2 | -7 | -13
COc1cc(/C=N/NC(=O)c2cnccn2)cc(OC)c1OC | -4 | -3.0 | -1 | 1 | 5 | -3.6 | 9 | -2 | 2
COc1ccc(C2C=C(C34CC5CC(CC(C5)C3)C4)NC(=S)N2)cc1OC (stereo unspecified) | -7 | -2.7 | -2 | 0 | -4 | -3.8 | -2 | 6 | -19
Cc1c(C)n2c(SCC(=O)N3CCCC3)nnc2[nH]c1=O | . | . | 1 | . | . | . | 2 | -5 | 8
COCCCNCC#CCOc1ccc(OC)cc1 | 8 | -2.4 | -4 | -7 | 9 | -3.1 | -4 | 2 | 6
C=CCNC(=O)c1c(CS(=O)(=O)c2ccccc2)noc1C(=O)NCc1ccccc1 | . | . | 4 | . | . | . | 0 | -7 | 4
Cc1cccnc1NC(=O)Nc1cccs1 | -10 | -2.7 | 6 | 7 | -10 | -3.8 | -3 | -4 | -26
O=C(CCNc1ccc(F)c(Cl)c1)c1ccco1 | 10 | -2.3 | 1 | -6 | -5 | -1.8 | -2 | -2 | 0
C=CCc1cc(Cl)ccc1OCCOCCN(C)C | 26 | 2.2 | 4 | -10 | -25 | -0.3 | -1 | -7 | 2
COC(=O)c1ccc(COn2c(=O)c(C)[n+]([O-])c3ccccc32)cc1 | -22 | -4.1 | 2 | -6 | 3 | -2.9 | 1 | -4 | 2
CCOC(=O)c1cc(S(=O)(=O)N2CCN(Cc3ccccc3)CC2)cn1C | 2 | -3.6 | 4 | -1 | 7 | -3.9 | -3 | . | 10
CCc1ccc(CN2CCC(n3nccc3NC(=O)c3cccc(F)c3)CC2)cc1 | -17 | -5.1 | 3 | 1 | -13 | -1.5 | 1 | -2 | -31
Cc1ccc(NC(=O)c2ccc(Cl)c(S(=O)(=O)NCC3CCCO3)c2)c(O)c1 (stereo unspecified) | -2 | -0.1 | 4 | 12 | 2 | 0.5 | 3 | -1 | -11
CC1=CC(=C(C#N)c2nc3ccccc3s2)C=C(C)N1c1ccc(F)cc1F | 17 | -3.6 | 5 | -15 | 12 | -1.8 | 2 | -10 | -130
Cn1nc(-c2ccc(N3CCN(CCO)CC3)c([N+](=O)[O-])c2)c2ccccc2c1=O | 2 | -3.0 | 3 | 5 | 1 | 82* | 2 | -3 | -1
COC(=O)C(NC(=O)c1ccc(C)cc1)(Nc1cccc(C)n1)C(F)(F)F (stereo unspecified) | 15 | -1.6 | 4 | 0 | -2 | -1.4 | 0 | -4 | -20
Cc1cc(C)c2c(N)c(C(=O)c3ccc(Br)cc3)oc2n1 | -3 | -2.4 | 4 | -6 | 13 | -0.8 | -2 | -1 | 44
Cc1cc(C(=O)C(C)OC(=O)c2ccc(NC(=O)CC#N)cc2)c(C)n1-c1ccc(OC(F)F)cc1 (stereo unspecified) | . | . | -5 | . | . | . | 2 | -4 | 4
O=c1[nH]snc1N1CCOCC1 | -1 | 0.3 | -2 | -2 | 5 | 0.0 | -4 | -2 | 4
CCC(=O)N(CCc1ccccc1)Cc1cc2cc(C)ccc2[nH]c1=O | 9 | -2.5 | 6 | -3 | -7 | -0.1 | . | -10 | -17

VIM-2 inhibitor: what is marked active above
SMILES | UBC9 SUMO inh | IMP-1 inh | IDE act | p-CIP stab down | NS3 helicase inh | VIM-2 inhibitor | IDE cell inh | GalR3 antagonist | CRFR2-BP antag
Cn1nc(-c2ccc(N3CCN(CCO)CC3)c([N+](=O)[O-])c2)c2ccccc2c1=O | 2 | -3.0 | 3 | 5 | 1 | 82* | 2 | -3 | -1

The results go on:
SMILES | UBC9 SUMO inh | IMP-1 inh | IDE act | p-CIP stab down | NS3 helicase inh | VIM-2 inhibitor | IDE cell inh | GalR3 antagonist | CRFR2-BP antag
CCOC(=O)CSc1ncnc2c(C(=O)OCC)c3n(c12)CCC3 | 3 | -1.4 | -2 | -17 | 7 | 2.9 | 0 | -6 | -7
COc1cccc(C2NC(c3cccc(OC)c3O)C(C)C(=O)C2C)c1O (stereo unspecified) | 15 | -3.2 | -5 | -17 | 8 | -4.7 | 2 | -6 | -27
COCc1cc(N2CCOCC2)nc(SCc2ccc(Cl)cc2)n1 | 0 | -0.8 | 0 | -44 | -17 | -1.4 | -3 | -1 | -26
CC(C)C(=O)Nc1nnc(CCN2CCOCC2)s1 | 9 | -0.4 | -1 | -3 | 4 | -2.0 | -2 | -4 | 1
COc1ccc(C(=S)N2CCOCC2)cc1OC(=O)c1ccc([N+](=O)[O-])cc1 | 3 | -6.4 | -3 | 0 | 0 | -1.9 | 7 | 1 | 6
CCOC(=O)N1CCN(C(=O)c2ccc3c(Cl)c4c(nc3c2)CCCC4)CC1 | . | -2.0 | 0 | -9 | -4 | 3.2 | -10 | -6 | 15
O=C(OCc1cccc2ccccc12)C1CC(=O)N(c2ccccc2)C1 (stereo unspecified) | 11 | -1.1 | -4 | 8 | 4 | 0.5 | 8 | -2 | 6
O=C(NCc1ccccc1)/C(=C\c1ccc(O)cc1)NC(=O)c1ccco1 | 20 | -2.4 | 1 | -15 | -2 | -0.9 | 4 | -1 | 13
O=C(CSc1ncnc2c1oc1ccccc12)OCc1ccccc1 | -4 | -0.9 | -6 | -12 | 0 | -1.7 | 4 | . | 21
O=C(NCc1ccco1)c1cc(-c2cccc(Cl)c2)on1 | 4 | -6.2 | -4 | -10 | -1 | 0.7 | 2 | -2 | 3
O=C(Nc1nnc(CCN2CCCCC2)s1)C1CCCCC1 | 15 | 0.1 | 0 | -8 | 4 | -1.0 | 0 | -1 | -17
CNC(=O)C(C)Sc1ccc(S(=O)(=O)N2CCOCC2)cn1 (stereo unspecified) | . | . | 6 | . | . | . | 5 | -1 | 8
Cc1cc2c(cc1S(=O)(=O)CCC(=O)NCc1ccccc1)OCC(=O)N2 | 8 | 0.5 | -3 | 12 | 1 | -1.9 | 3 | . | -1
COc1ccc(C(=O)NC(=S)Nc2ccc(CN3CCCCC3)cc2)cc1Cl | 3 | -1.5 | -2 | -1 | -30 | -0.8 | -2 | 15* | -26
